# High-throughput results from PubChem BioAssay.
# Mtb BioA inh: blocks M. tuberculosis BioA enzyme activity; inhibition, % at 9.99 µM; AID 602481; 360,000 compounds, 0.096% hits; purified M. tuberculosis BioA enzyme, plate reader; in the data active = inhibition above about 40%
# Active calls of the source: *. An excerpt. The share of hits here may be higher or lower than overall.
SMILES,Mtb BioA inh
COC(=O)CCCCCCC(=O)Nc1ccc(NC(=O)CCCC[P+](c2ccccc2)(c2ccccc2)c2ccccc2)cc1,9.5
CN1CCN(C(=O)C[C@H]2C[C@H]3c4cc(NS(=O)(=O)c5ccc(F)cc5)ccc4O[C@H]3[C@H](CO)O2)CC1,-0.8
COc1cccc(CNC(=O)C[C@H]2C=C[C@H](NC(=O)C3CCOCC3)[C@@H](CO)O2)c1,-0.4
C[C@H]1CN([C@@H](C)CO)C(=O)c2cc(Br)cnc2O[C@@H]1CN(C)C(=O)c1cccnc1,4.0
COc1ccc(S(=O)(=O)N(C)C[C@@H]2Oc3ccc(NC(=O)Cc4cn(C)c5ccccc45)cc3C(=O)N([C@@H](C)CO)C[C@@H]2C)cc1,-1.2
COc1ccc(NC(=O)N(C)C[C@@H]2Oc3cc(-c4ccc(C)cc4)ccc3S(=O)(=O)N([C@@H](C)CO)C[C@@H]2C)cc1,1.4
CC(C)NC(=O)Nc1ccc2c(c1)C(=O)N(C)[C@H]1CC[C@@H](CC(=O)NCC3CCCCC3)O[C@@H]1CO2,1.2
C[C@@H]1CCCCO[C@@H](CN(C)C(=O)NC2CCCCC2)[C@H](C)CN([C@@H](C)CO)C(=O)c2cc(NS(=O)(=O)c3ccc(Cl)cc3)ccc2O1,-0.7
C[C@H](CO)N1C[C@H](C)[C@@H](CN(C)Cc2ccncc2)Oc2ccc(NC(=O)Nc3ccc(F)cc3)cc2CC1=O,0.2
Cc1noc(C)c1S(=O)(=O)Nc1ccc2c(c1)CC(=O)N([C@@H](C)CO)C[C@H](C)[C@H](CN(C)S(=O)(=O)c1cccs1)O2,-2.5
COc1ccc(CN(C)C[C@H]2Oc3c(NC(=O)c4nc5ccccc5s4)cccc3C(=O)N([C@H](C)CO)C[C@@H]2C)cc1,8.8
C[C@@H]1CN([C@@H](C)CO)C(=O)Cc2cc(NC(=O)NC3CCCCC3)ccc2O[C@@H]1CN(C)Cc1ccncc1,-0.6
COc1ccccc1CNC(=O)C[C@H]1CC[C@H](NC(=O)CN(C)C)[C@@H](CO)O1,-0.3
C[C@H]1CCCCO[C@H](CN(C)C(=O)C2CCCCC2)[C@@H](C)CN([C@@H](C)CO)C(=O)c2cc(NS(=O)(=O)c3cn(C)cn3)ccc2O1,-0.7
O=C(C[C@H]1CC[C@H](NC(=O)c2ccncc2)[C@@H](CO)O1)Nc1ccccc1,-1.5
C[C@H](CO)N1C[C@H](C)[C@H](CN(C)C(=O)NC2CCCCC2)Oc2c(NC(=O)Nc3ccc(F)cc3)cccc2C1=O,1.2
COc1cccc(S(=O)(=O)Nc2ccc3c(c2)[C@@H]2C[C@H](CC(=O)N[C@@H](C)c4ccccc4)O[C@H](CO)[C@@H]2O3)c1,18
Cc1ccc(S(=O)(=O)N(C)C[C@H]2OCCCC[C@H](C)Oc3ccc(NS(=O)(=O)c4cccs4)cc3C(=O)N([C@@H](C)CO)C[C@@H]2C)cc1,-1.9
C[C@H](CO)N1C[C@H](C)[C@@H](CN(C)Cc2ccccc2F)Oc2ncc(C3=CCCCC3)cc2C1=O,4.8
C[C@@H]1CN([C@@H](C)CO)C(=O)c2cc(NC(=O)CCC(F)(F)F)ccc2O[C@@H](C)CCCCO[C@@H]1CN(C)C(=O)CCCN(C)C,0.5
C[C@@H]1CN([C@@H](C)CO)C(=O)Cc2cc(NC(=O)Nc3ccc(F)cc3)ccc2O[C@H]1CN(C)Cc1ccc2c(c1)OCO2,-3.5
Cc1ccc(S(=O)(=O)Nc2ccc3c(c2)C(=O)N([C@@H](C)CO)C[C@@H](C)[C@@H](CN(C)S(=O)(=O)c2ccc(C)cc2)OCCCC[C@@H](C)O3)cc1,-6.3
COc1ccc(CN(C)C[C@@H]2OCCCC[C@@H](C)Oc3ccc(NS(=O)(=O)c4ccc(OC)cc4)cc3C(=O)N([C@H](C)CO)C[C@H]2C)cc1,0.6
O=C(NCC1CC1)[C@@H]1[C@@H](CO)[C@@H]2Cn3c(ccc(C4=CCCCC4)c3=O)[C@@H]2N1Cc1ccccc1F,5.6
C[C@@H]1CN([C@H](C)CO)C(=O)c2cc(C#Cc3ccccc3F)cnc2O[C@H]1CN(C)S(=O)(=O)c1ccccc1F,-0.1

# In the list so far, 8 have fluorine.
SMILES,Mtb BioA inh
CN1CCN(C(=O)C[C@H]2C[C@H]3c4cc(NS(=O)(=O)c5ccc(F)cc5)ccc4O[C@H]3[C@H](CO)O2)CC1,-0.8
C[C@H](CO)N1C[C@H](C)[C@@H](CN(C)Cc2ccncc2)Oc2ccc(NC(=O)Nc3ccc(F)cc3)cc2CC1=O,0.2
C[C@H](CO)N1C[C@H](C)[C@H](CN(C)C(=O)NC2CCCCC2)Oc2c(NC(=O)Nc3ccc(F)cc3)cccc2C1=O,1.2
C[C@H](CO)N1C[C@H](C)[C@@H](CN(C)Cc2ccccc2F)Oc2ncc(C3=CCCCC3)cc2C1=O,4.8
C[C@@H]1CN([C@@H](C)CO)C(=O)c2cc(NC(=O)CCC(F)(F)F)ccc2O[C@@H](C)CCCCO[C@@H]1CN(C)C(=O)CCCN(C)C,0.5
C[C@@H]1CN([C@@H](C)CO)C(=O)Cc2cc(NC(=O)Nc3ccc(F)cc3)ccc2O[C@H]1CN(C)Cc1ccc2c(c1)OCO2,-3.5
O=C(NCC1CC1)[C@@H]1[C@@H](CO)[C@@H]2Cn3c(ccc(C4=CCCCC4)c3=O)[C@@H]2N1Cc1ccccc1F,5.6
C[C@@H]1CN([C@H](C)CO)C(=O)c2cc(C#Cc3ccccc3F)cnc2O[C@H]1CN(C)S(=O)(=O)c1ccccc1F,-0.1

# The list continues.
SMILES,Mtb BioA inh
C[C@H](CO)N1C[C@H](C)[C@H](CN(C)Cc2ccccc2)Oc2cc(C#CC3CC3)ccc2S1(=O)=O,-2.7
CCCN(C)C[C@@H]1Oc2cc(/C=C/c3ccccc3)ccc2S(=O)(=O)N([C@@H](C)CO)C[C@H]1C,2.5
CCCC#Cc1cnc2c(c1)C(=O)N([C@H](C)CO)C[C@H](C)[C@@H](CN(C)S(=O)(=O)c1cn(C)cn1)O2,-1.0
C[C@@H]1CCCCO[C@@H](CN(C)C(=O)Cc2ccccc2)[C@H](C)CN([C@@H](C)CO)C(=O)c2cc(NC(=O)CCCCCC(=O)Nc3ccccc3N)ccc2O1,-1.3
O=C(Nc1ccc2c(c1)OCO2)N[C@@H]1CC[C@H](CCNC(=O)C2CCCC2)O[C@H]1CO,3.4
COc1ccc(CN(C)C[C@H]2OCCCC[C@H](C)Oc3ccc(NS(=O)(=O)c4ccc(F)cc4)cc3C(=O)N([C@@H](C)CO)C[C@@H]2C)cc1,-1.1
C[C@@H]1CN([C@@H](C)CO)C(=O)c2cc(NC(=O)NC3CCCCC3)ccc2O[C@@H]1CN(C)CC1CCCCC1,-3.0
C[C@@H]1CCCCO[C@@H](CN(C)Cc2ccc(C(=O)O)cc2)[C@H](C)CN([C@H](C)CO)C(=O)c2cc(NC(=O)Nc3cccc4ccccc34)ccc2O1,-3.2
C[C@@H]1CN([C@@H](C)CO)C(=O)c2cc(-c3ccc(F)cc3)cnc2O[C@@H]1CN(C)C(=O)Cc1ccccn1,-1.0
C[C@H]1CN([C@@H](C)CO)C(=O)c2cccc(NC(=O)c3ccncc3)c2O[C@H]1CN(C)Cc1ccc(C(F)(F)F)cc1,-1.6
Cc1ccccc1-c1ccc([C@@H]2[C@@H](CO)N3CCCCN(C(=O)Nc4ccccc4)C[C@@H]23)cc1,1.7
COCCNC(=O)C[C@H]1CC[C@@H]2[C@H](COC[C@@H](O)CN2Cc2ccc(Cl)c(Cl)c2)O1,-0.4
C[C@@H](NC(=O)[C@H]1[C@H](CO)[C@H]2Cn3c(cccc3=O)[C@@H]1N2Cc1ccccc1)c1ccccc1,-0.1
CC=Cc1ccc2n(c1=O)C[C@@H]1[C@@H](CO)[C@H](C(=O)N[C@@H](C)c3ccccc3)N(C(=O)c3cnccn3)[C@H]21 (mixture of isomers),-0.5
CC(C)NC(=O)Nc1ccc2c(c1)C(=O)N([C@@H](C)CO)C[C@H](C)[C@@H](CN(C)Cc1ccc3c(c1)OCO3)O2,-3.5
CCC(=O)NC[C@H]1[C@@H](c2ccccc2)[C@@H](CO)N1C(=O)C1CCC1,-0.5
COc1ccc(S(=O)(=O)N(C)C[C@H]2OCCCC[C@@H](C)Oc3ccc(NC(=O)Nc4c(C)noc4C)cc3C(=O)N([C@@H](C)CO)C[C@@H]2C)cc1,0.0
COc1cccc(C(=O)Nc2ccc3c(c2)C(=O)N(C)[C@H]2CC[C@H](CC(=O)NCC4CC4)O[C@@H]2CO3)c1,8.4
O=C(CCN1CCCCC1)N[C@@H]1CC[C@H](CCn2cc(-c3ccccc3)nn2)O[C@@H]1CO,-3.5
C[C@@H]1CCCCO[C@@H](CN(C)C(=O)c2ccncc2)[C@H](C)CN([C@H](C)CO)C(=O)c2cc(NC(=O)Cc3ccccc3)ccc2O1,-0.9
O=C(NCc1ccccc1)[C@H]1[C@H](CO)[C@H]2Cn3c(ccc(-c4cccc(F)c4)c3=O)[C@@H]1N2,0.8
C[C@H]1CCCCO[C@@H](CN(C)C)[C@@H](C)CN([C@@H](C)CO)C(=O)c2cc(NS(C)(=O)=O)ccc2O1,-1.1
C[C@H](CO)N1C[C@H](C)[C@H](CN(C)S(C)(=O)=O)Oc2ccc(NC(=O)c3ccncc3)cc2CC1=O,-3.0
CCC(=O)NC[C@@H]1[C@H](c2ccccc2)[C@H](CO)N1C(=O)C1CC1,-7.0
CC(C)C#Cc1cnc2c(c1)C(=O)N([C@@H](C)CO)C[C@@H](C)[C@@H](CN(C)C(=O)c1cccc(F)c1)O2,-2.2

# Random excerpt: 2 records from the list
SMILES,Mtb BioA inh
COCCNC(=O)C[C@H]1CC[C@@H]2[C@H](COC[C@@H](O)CN2Cc2ccc(Cl)c(Cl)c2)O1,-0.4
C[C@@H](NC(=O)[C@H]1[C@H](CO)[C@H]2Cn3c(cccc3=O)[C@@H]1N2Cc1ccccc1)c1ccccc1,-0.1

# (cont.)
SMILES,Mtb BioA inh
Cc1ccc(S(=O)(=O)N(C)C[C@@H]2Oc3ccc(NC(=O)CCC(F)(F)F)cc3C(=O)N([C@H](C)CO)C[C@@H]2C)cc1,5.0
C[C@H](CO)N1C[C@H](C)[C@@H](CN(C)S(=O)(=O)c2cn(C)cn2)Oc2cc(C#Cc3ccc(F)cc3)ccc2S1(=O)=O,2.5
C[C@H](CO)N1C[C@H](C)[C@H](CN(C)C(=O)Nc2cccc3ccccc23)Oc2c(NS(=O)(=O)c3ccc(Cl)cc3)cccc2C1=O,7.7
C[C@H](CO)N1C[C@H](C)[C@H](CN(C)CC2CCCCC2)Oc2ccc(NS(C)(=O)=O)cc2C1=O,1.1
C[C@H]1CN([C@@H](C)CO)C(=O)c2cc(C#CC3CC3)cnc2O[C@H]1CN(C)Cc1cccc(C(=O)O)c1,-1.0
C[C@@H]1CN([C@@H](C)CO)C(=O)c2cccc(NS(=O)(=O)c3ccc(F)cc3)c2O[C@H]1CN(C)C(=O)Nc1ccc(F)cc1,-1.2
COc1ccccc1NC(=O)N[C@H]1CC[C@@H](CCn2cc(-c3cccnc3)nn2)O[C@H]1CO,33
Cc1ccc(S(=O)(=O)N(C)C[C@H]2Oc3ccc(NS(=O)(=O)c4ccc(F)cc4)cc3CC(=O)N([C@@H](C)CO)C[C@H]2C)cc1,0.7
COCC(=O)N1[C@@H](CO)[C@@H]2c3ccccc3N(C(=O)c3ccccc3)C[C@@H]21,-0.6
O=C(CN1CCOCC1)NCC[C@H]1CC[C@H](NC(=O)Nc2ccccc2)[C@@H](CO)O1,0.1
C[C@H]1CN([C@@H](C)CO)C(=O)c2cc(N(C)C)ccc2O[C@H]1CN(C)S(=O)(=O)c1cn(C)cn1,1.5
COc1cccc(C(=O)Nc2ccc3c(c2)C(=O)N(C)[C@H]2CC[C@@H](CC(=O)NCCCN4CCOCC4)O[C@H]2CO3)c1,-0.1
CCS(=O)(=O)Nc1ccc2c(c1)C(=O)N(C)C[C@@H](OC)[C@@H](C)CN(C(=O)C1CCC1)[C@@H](C)CO2,-0.4
C[C@@H]1CCCCO[C@@H](CN(C)S(C)(=O)=O)[C@H](C)CN([C@H](C)CO)C(=O)c2cc(N(C)C)ccc2O1,1.2
COc1ccc(-c2ccc([C@H]3[C@@H](CO)N4CCCCN(C(=O)c5ccc(F)cc5)C[C@H]34)cc2)cc1,0.1
O=C(Nc1ccc(C(F)(F)F)cc1)N[C@H]1CC[C@H](CCNC(=O)c2ccccc2F)O[C@H]1CO,4.8
C[C@@H]1CCCCO[C@H](CN(C)Cc2ccc(Cl)c(Cl)c2)[C@@H](C)CN([C@H](C)CO)C(=O)c2cc(NC(=O)CCC(F)(F)F)ccc2O1,-2.2
CC(C)NC(=O)N1[C@H](C#N)[C@H](c2ccc(C#CC3CCCCC3)cc2)[C@H]1CO,0.1
O=C(Nc1ccccc1F)N1C[C@@H]2[C@H](c3ccccc31)[C@H](CO)N2C(=O)Nc1ccccc1,3.7
CCCNC(=O)Nc1ccc2c(c1)OC[C@H](C)N(C(=O)C1CCOCC1)C[C@H](C)[C@H](OC)CN(C)C2=O,-1.2
COc1cccc(NC(=O)N2C[C@@H](O)COC[C@@H]3O[C@H](CC(=O)NCc4ccccc4F)CC[C@H]32)c1,-0.3
O=C(Nc1cccc(Cl)c1)N[C@@H]1CC[C@H](CCNC(=O)C2CCCCC2)O[C@@H]1CO,6.8
O=C(NCC[C@@H]1CC[C@@H](NC(=O)C2CCC2)[C@H](CO)O1)c1cc(Cl)cc(Cl)c1,-0.4
CC(C)NC(=O)Nc1ccc2c(c1)CC(=O)N([C@H](C)CO)C[C@H](C)[C@H](CN(C)Cc1ccc(Cl)c(Cl)c1)O2,-1.9
COc1ccc(S(=O)(=O)Nc2cccc3c2O[C@@H](CN(C)C)[C@@H](C)CN([C@@H](C)CO)C3=O)cc1,-2.7
CC(C)NC(=O)N[C@H]1CC[C@H](CCNC(=O)C2CC2)O[C@@H]1CO,-1.6
COCC(=O)N1C[C@H]2[C@@H](c3ccccc31)[C@@H](CO)N2Cc1ccccc1F,-3.0
C[C@H](CO)N1C[C@H](C)[C@H](CN(C)C(=O)Nc2ccc3c(c2)OCO3)Oc2c(NC(=O)C3CC3)cccc2C1=O,-5.5
O=C(NCCN1CCOCC1)[C@]1(CCS(=O)(=O)c2ccccc2)N=C(c2ccc(OCCCO)cc2)O[C@@H]1c1ccccc1,1.2
